GlmU inhibition: inhibition of mycobacterial GlmU enzyme – biochemical, glucosamine-1-phosphate acetyltransferase (AID 1376). M. tuberculosis GlmU acetyltransferase enzyme assay; higher % means a stronger effect. one-dose inhibition, %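 (tested at 30 µM in the primary screen)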; IC50 in µM for titrated hits. Bifunctional protein GlmU (Mycobacterium tuberculosis (strain ATCC 25618 / H37Rv)). 0.25% of 220,000 active; in the data active = inhibition above about 13%;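 also: 0% = complete reaction with vehicle and 100% = reaction without substrate; strong numbers were not always called active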
Mtb RmlCD inh: M. tuberculosis RmlC/RmlD coupled enzyme inhibitors, primary screen, biochemical, compound mixtures, 384-well, from 1536-well plates; RmlC+RmlD coupled enzyme assay, percent inhibition; primary screen in compound mixtures; 0.03% of 160,000 active; inhibition, % at 3.6 µM; dTDP-4-dehydrorhamnose reductase (Mycobacterium tuberculosis (strain ATCC 25618 / H37Rv)) …; in the data active = inhibition mostly above about 34%, no sharp cut-off; also: some results filed as inactive read as strong as hits
Target sequence (P9WH09 whole entry, looked up): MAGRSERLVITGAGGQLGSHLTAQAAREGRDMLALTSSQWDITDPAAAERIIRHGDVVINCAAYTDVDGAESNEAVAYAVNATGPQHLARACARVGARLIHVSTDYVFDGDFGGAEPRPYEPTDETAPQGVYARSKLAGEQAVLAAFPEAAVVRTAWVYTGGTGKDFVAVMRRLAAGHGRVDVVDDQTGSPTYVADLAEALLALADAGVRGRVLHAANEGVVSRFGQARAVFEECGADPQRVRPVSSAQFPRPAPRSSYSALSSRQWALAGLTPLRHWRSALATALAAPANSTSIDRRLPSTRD
Target sequence (P9WH11 whole entry, looked up): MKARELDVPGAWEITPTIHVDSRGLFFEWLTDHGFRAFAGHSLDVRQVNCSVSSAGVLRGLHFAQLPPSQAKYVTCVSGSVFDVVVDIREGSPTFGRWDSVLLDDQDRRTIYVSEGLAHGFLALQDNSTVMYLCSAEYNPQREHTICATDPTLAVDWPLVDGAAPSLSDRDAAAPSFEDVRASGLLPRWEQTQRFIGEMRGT
* = called active by the depositor; x = no result given. An excerpt; the hit share may differ from the screen's.

structure	GlmU inhibition	Mtb RmlCD inh
COC(=O)CN1C(=O)C2(C(C#N)=C(N)Oc3n[nH]c(-c4cccs4)c32)c2ccccc21 (stereo not given)	-0.9%	2.3
CC1(NC(=S)Nc2ccccc2)CCS(=O)(=O)C1 (stereo not given)	3.1%	-7.2
Cc1nnc(Nc2ccc(Cl)cc2)n(N)c1=O	1.4%	7.5
O=S(=O)(NC1CCCCC1)c1cccc(-c2nnc(-c3ccccc3)o2)c1	4.5%	29.9
Cc1cc(N2CCN(Cc3ccccc3)CC2)n2nc(C)c(-c3ccccc3)c2n1	-5.6%	9.2
Cc1cc(C(=O)NNC(=O)Nc2ccccc2)no1	2.6%	5.7
COc1ccccc1CC(=O)Nc1cccc(F)c1	1.3%	5.4
COc1cc(C(=O)NCCOc2cccc(C)c2)c(Br)c(OC)c1OC	-3.7%	-20.7
Cc1ccc(C2=NC3(CCCCCC3)NC2=S)cc1	-3.5%	-5.4
O=C(N/N=C/c1ccccn1)c1cc(-c2ccc(Br)cc2)nc2ccccc12	5.0%	3.6
CCCN(CCC)CC(O)COc1ccc2c(c1)OCO2 (stereo not given)	-1.1%	-2.6
Cn1c(=O)[nH]c(=O)c2c1nc(N1CCCCCC1)n2CCSc1nc2ccccc2[nH]1	-3.7%	2.9
CCCCC(=O)N(c1ccc(C)c(C)c1)C1C=CS(=O)(=O)C1 (stereo not given)	-1.8%	35.9
COc1ccc(/C=N/N=C(\N)c2nonc2N)cc1	-4.3%	2.3
CCN1C(C)=C(C)S/C1=C1\SC(=S)N(NC(C)=O)C1=O	11.5%	6.9
COc1ccc(/C=N/Nc2nnc(Cc3ccc(OC)c(OC)c3)c(=O)[nH]2)cc1	-4.7%	-4.9
O=C(Nc1nn(Cc2ccc(Cl)cc2)cc1Br)c1ccc(COc2ccccc2Cl)o1	-1.3%	3.9
Cc1ccc(C(=O)CC2SC(N)=NC2=O)cc1 (stereo not given)	-5.1%	3.8
COc1ccc(NC(=O)c2cc3c(=O)n(C)c4ccccc4c3s2)cc1OC	-3.0%	-3.9
COc1ccc2nc(Nc3nc4ccc(NC(C)=O)cc4s3)sc2c1	-7.2%	x
NC(=O)c1cc(NC(=O)CCCc2nc3ccccc3s2)cc(C(N)=O)c1	1.7%	-10.8
CCCCc1nc(Cl)c(C#N)c2c1CCCC2	6.1%	-12.2
COc1ccc(N2CCN(CCNC(=O)CCS(=O)(=O)c3cccc4nsnc34)CC2)cc1	3.0%	x
CSc1ccc(Cc2ccc(Cl)cc2Cl)nn1	0.5%	-13.2
C=CCOc1c(CNc2ccc(S(N)(=O)=O)cc2)cccc1OC	6.3%	x
Cc1ccc(C(=O)N/C(=C/c2cccs2)C(=O)N2CCCCCC2)cc1	-1.1%	6.5
CCn1c(SCC(=O)Nc2cc(NC(C)=O)ccc2OC)nnc1-c1ccccn1	-3.5%	13.0
O=S(=O)(Cc1ccccc1)N1CCCC1	-0.2%	-9.7
COC(=O)CCCC1=CC2=C(c3ccccc3)C(=O)C(C)(OC(=O)C3CCCC3)C(=O)C2=CN1CCc1c[nH]c2ccccc12 (stereo not given)	-0.2%	x
COc1cc(SC)ccc1C(=O)Nc1ccc(Cl)cn1	-0.4%	-7.7

4 entries from above, with values under each structure.
The line under a structure holds: GlmU inhibition | Mtb RmlCD inh
- O=C(Nc1nn(Cc2ccc(Cl)cc2)cc1Br)c1ccc(COc2ccccc2Cl)o1
    -1.3% | 3.9
- CCCCC(=O)N(c1ccc(C)c(C)c1)C1C=CS(=O)(=O)C1 (stereo not given)
    -1.8% | 35.9
- COc1ccc(/C=N/N=C(\N)c2nonc2N)cc1
    -4.3% | 2.3
- NC(=O)c1cc(NC(=O)CCCc2nc3ccccc3s2)cc(C(N)=O)c1
    1.7% | -10.8

(continued)
structure	GlmU inhibition	Mtb RmlCD inh
O=C1COc2ccc(C(=O)/C=C/c3ccccc3)cc2N1	-3.2%	x
CCOC(=O)C1(Cc2ccc(OC)cc2)CCN(C(=O)c2ccoc2C)CC1	-2.8%	-10.7
CC(OC(=O)c1cc(=O)[nH]c2ccccc12)C(=O)c1ccccc1 (stereo not given)	0.1%	-4.5
COc1cc(Cl)c(C)cc1NC(=O)CSC	1.4%	5.6
NS(=O)(=O)c1ccc(CNC(=O)/C=C/c2cccc(Cl)c2)cc1	-4.7%	x
CCCS(=O)(=O)c1c(S(=O)(=O)CCC)c2c(C)cccn2c1C(=O)OC	-6.7%	x
COc1ccccc1OCc1ccc(C(=O)Nc2ccncc2)o1	0.8%	-7.4
CC(C)C12CN3CC(C(C)C)(CN(C1)C3c1ccc3c(c1)OCO3)C2=O (stereo not given)	4.6%	x
CCC(C(=O)OCC(=O)Nc1ccccc1-c1ccccc1)c1ccccc1 (stereo not given)	3.7%	x
COC(CNC(=O)c1ccc(-n2c(=S)[nH]c3ccccc3c2=O)cc1)OC	7.0%	-9.2
CCN1CCc2c(sc(NC(=O)CN3C(=O)c4ccccc4C3=O)c2C(N)=O)C1	5.2%	-6.8
CCOc1ccc(S(=O)(=O)N(CC(=O)NCC(F)(F)F)Cc2ccco2)cc1	1.2%	7.2
CCOc1ccc(S(=O)(=O)Nc2ccccc2C(=O)N2CCCC2)cc1	-0.1%	2.8
CN(C)S(=O)(=O)c1ccc(C(=O)Nc2cc(=O)n(C)c(=O)n2C)cc1	-1.8%	-12.5
COc1ccc(NC(=O)C2CCOC(C)(C)C2)cc1 (stereo not given)	90.3%	11.0
CC(=O)Nc1ccc2c(c1)C(=O)N(c1cccc(C)c1)C2=O	0.5%	-83.9
Cc1ccc(C)c(Nc2c([N+](=O)[O-])cc(C(=O)N3CC(=O)Nc4ccccc43)cc2[N+](=O)[O-])c1	-1.2%	-5.2
Cc1cccc(C)c1-n1c(C)nn(Cc2ccc([N+](=O)[O-])cc2)c1=O	-3.8%	4.0
S=c1nc(-c2ccc(Br)cc2)[nH]c2ccccc12	x	-6.5
CCn1cc(C(=O)N2CCN(C(=O)c3ccco3)CC2)c2cc(OC)c(OC)cc2c1=O	4.6%	x
c1cncc(CSc2nnc3ccc(-c4cccs4)nn23)c1	3.1%	-1.6
CCCS(=O)(=O)N1CCCC(C(=O)c2cccc(Cl)c2)C1 (stereo not given)	1.9%	-25.0
CC(=O)c1cnc(-c2ccccc2Cl)s1	0.2%	x
Cc1cc(C)c(-c2cc(NC(=O)COC(=O)c3ccc(CO)cc3)n(-c3ccccc3)n2)cc1C	2.1%	4.0
CCOC(=O)c1cc(C(=O)OCC)c(=O)[nH]c1N1CCCCC1	-5.5%	3.9
CS(=O)(=O)N1CCN(CC2CC3C=CC2C3)CC1 (stereo not given)	1.2%	6.5
Cc1cc(C)cc(NC(=S)/C(=C(\[O-])c2ccc(Cl)cc2Cl)[n+]2ccccc2)c1	1.1%	-7.2
O=C(NCc1ccccc1)C1Nc2ccc(OC(F)(F)F)cc2C2C=CCC12 (stereo not given)	4.3%	x
C=CCc1ccccc1OCC(O)CN(C(C)C)C(C)C (stereo not given)	-0.7%	0.9
COc1ccccc1NC(=O)N1CCc2c([nH]c3ccccc23)C1C(F)(F)F (stereo not given)	-1.6%	-6.6

Next section:
structure	GlmU inhibition	Mtb RmlCD inh
CC1(C)Cc2c(C#N)c(NCCN3CCOCC3)nc(-c3ccco3)c2CO1	0.7%	x
Cc1cc(N2C(=O)C(O)=C(C(=O)c3cccs3)C2c2ccc(F)cc2)no1 (stereo not given)	3.5%	-9.7
CC(NC(=O)CSc1cccc(C(F)(F)F)c1)c1ccccc1 (stereo not given)	1.2%	20.3
COCC(C)NC(=O)CSc1nc2nn(-c3ccccc3)c(=O)c-2c2n1CCCCC2 (stereo not given)	-5.9%	x
CCCCNC(=O)n1c(=O)oc2ccc(Cl)cc21	5.2%	x
CCOC(=O)c1sc(NC(=O)CSc2nnc(Cc3ccccc3)o2)c(C(=O)OCC)c1C	-2.0%	x
Cn1cccc/c1=N\c1cccc[n+]1C	10.3%	2.4
COc1cc(/C=C/C(=O)O)ccc1OCc1cnc(Cl)s1	0.7%	x
O=C(CNC(=O)c1ccncc1)N/N=C/c1ccccn1	-2.1%	-6.3
CCCCCOc1ccccc1C(=O)NCCCC(=O)O	-5.2%	x
CC(C)Nc1nc(NC(C)C)nc(Oc2ccc(/C=N/O)cc2)n1	2.1%	11.7
CN1CCC2(CC1)NC(=O)C1=C(CN(C)CC1)N2	1.2%	16.5
O=C(CC1CCCCC1)Nc1ncn[nH]1	1.5%	7.8
CCOC(=O)C(NC(=O)c1ccccc1)(OCc1ccc(F)cc1)C(F)(F)F (stereo not given)	-6.0%	-3.6
Cc1cccc(C(=O)NC2CCN(CC(=O)N3CCOCC3)CC2)c1	-4.1%	71.4
CC(=O)NC(CCS(C)(=O)=O)C(=O)Nc1cccc2ccccc12 (stereo not given)	-1.2%	-9.3
COCCCNCC(=O)c1c(N)n(Cc2ccccc2)c(=O)n(C)c1=O	2.5%	3.0
Cc1ccc(NS(=O)(=O)c2cc(C(=O)N3CCCC3)ccc2C)cc1C	0.0%	-1.1
CC(=O)Nc1ccc2nc(CN3CCC(CO)(CCc4ccccc4)CC3)ccc2c1	3.2%	-3.0
COC(=O)CCN(C(=O)c1ccc([N+](=O)[O-])cc1)c1ccccn1	13.6%*	9.9
CN(C)CCCN(C(=O)c1cccs1)c1nc2cc3c(cc2s1)OCO3	-1.4%	-2.0
CC(=O)Nc1cccc(-c2csc(Nc3ncccn3)n2)c1	-6.8%	7.8
Cc1cccc(NC(=O)CCN2C(=O)C3C4CCC(C4)C3C2=O)c1C (stereo not given)	1.0%	1.4
COC(=O)C(Cc1ccccc1)NC(=O)CNS(=O)(=O)c1ccc(Br)cc1 (stereo not given)	-1.4%	-22.9
COc1cccc(NC(=O)COC(=O)c2c(F)cccc2F)c1	2.9%	x
COc1cc(CNCCCN2CCOCC2)ccc1OCC(=O)Nc1cccc(C(F)(F)F)c1	-7.7%	x
Cc1ccc(S(=O)(=O)NCCCC(=O)C=[N+]=[N-])cc1	0.2%	x
COc1cccc(CN2CCNC(=O)C2CC(=O)NCCc2nc(C)c(C)s2)c1OC (stereo not given)	5.5%	8.7
Cc1cc(C)nc(N2CCCC(C(=O)NCCc3ccccc3F)C2)n1 (stereo not given)	5.5%	x
CC(C)Nc1ccc(C(CC(N)=O)NC(=O)Cc2ccc(Cl)cc2)cc1[N+](=O)[O-] (stereo not given)	-2.5%	x

(next part)
structure	GlmU inhibition	Mtb RmlCD inh
Cc1cc(=O)[nH]c(SCCCOc2ccc3c(c2)CCC3)n1	0.2%	x
CN(C)c1ccc(-c2nn3c(-c4cccnc4)nnc3s2)cc1	2.3%	x
CCc1ccc(C2=NN(CCC(=O)NC3CC3)C(=O)CC2)cc1	3.2%	x
CCOC(=O)c1nnc2c(Br)c(-c3ccccc3)nn2c1C	6.5%	x
c1ccc(OCc2nn3c(-c4n[nH]c5c4CCC5)nnc3s2)cc1	-1.2%	x
CC(=O)c1ccc(N(C(=O)c2csnn2)C(C(=O)NC(C)(C)C)c2cccs2)cc1 (stereo not given)	0.3%	7.0
Clc1ccccc1-c1nc(N/N=C/c2cccnc2)c2ccccc2n1	8.6%	x
COc1ccc(N2CCN(C(=O)CCCCCn3c(=O)[nH]c4ccsc4c3=O)CC2)cc1	0.5%	-11.2
Cc1cc(N/C=C\c2nnnn2-c2ccc(F)cc2)no1	1.6%	3.2
c1ccc(Cn2nnnc2C(c2cccnc2)N2CCN(c3ccccc3)CC2)cc1 (stereo not given)	-3.6%	-3.0
CCOc1[nH]n(-c2ccccc2)c(=O)c1C=Nc1ccccc1	-3.1%	-12.5
Cn1nc(-c2ccccc2)c(N2CCCCC2)cc1=O	-1.6%	6.9
O=C(Nc1ccc(Cc2ccncc2)cc1)C1CCC(N2C(=O)C3C4C=CC(C5CC45)C3C2=O)CC1 (stereo not given)	1.6%	3.5
C[C@@H]1NC(=O)[C@H](CCC(=O)O)NC(=O)c2cc([N+](=O)[O-])cc(F)c2NCCC[C@@H](C(N)=O)NC1=O	0.5%	x
Cc1cc(C(=O)COc2ccc([N+](=O)[O-])cc2)c(C)n1C1CC1	0.0%	-7.9
Cc1occc1C(=O)Nc1cccc([N+](=O)[O-])c1	2.9%	x
Fc1ccc(-c2nc3n(n2)Cc2ccccc2-3)cc1	0.6%	-5.1
COCCOc1ccc(C(F)(F)F)cc1NC(=O)c1ccc(C(F)(F)F)cc1	-2.6%	32.1

Complete entries from above:
CN(C)c1ccc(-c2nn3c(-c4cccnc4)nnc3s2)cc1 is listed as GlmU inhibition: 2.3%; Mtb RmlCD inh: x
c1ccc(Cn2nnnc2C(c2cccnc2)N2CCN(c3ccccc3)CC2)cc1 (stereo not given) is listed as GlmU inhibition: -3.6%; Mtb RmlCD inh: -3.0
Cc1cc(C(=O)COc2ccc([N+](=O)[O-])cc2)c(C)n1C1CC1 is listed as GlmU inhibition: 0.0%; Mtb RmlCD inh: -7.9
